ARNT-TACC3 inh: disrupts binding between human ARNT and TACC3. inhibition, % at 9.99 µM. Q9Y6A5. 0.66% of 390,000 active. AlphaScreen His-ARNT PAS-B/GST-TACC3 binding, luminescence; TACC3 fragment carries E629A point mutation. AID 623870;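 active = mean inhibition of replicates at least 50% and at least half of replicates each reaching 50%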;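 also: 0% = complete ARNT plus TACC3 wells and 100% = ARNT alone without TACC3; many hits fall short of the cut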
The depositor's hits bear a star. A portion of the library (hit frequency here may not be typical).

Sample of the layout:
SMILES	ARNT-TACC3 inh
COC(=O)CSc1cc(C(F)(F)F)nc(-c2ccccn2)n1	-6
CCCn1c(-c2ccc(OC)cc2)nc2c(=O)n(C)c(=O)[nH]c21	-21
CC(=O)c1ccc(NC(=O)c2ccn[nH]2)cc1	-10

The listing (from the top)
SMILES	ARNT-TACC3 inh
COC(=O)CSc1cc(C(F)(F)F)nc(-c2ccccn2)n1	-6
CCCn1c(-c2ccc(OC)cc2)nc2c(=O)n(C)c(=O)[nH]c21	-21
CC(=O)c1ccc(NC(=O)c2ccn[nH]2)cc1	-10
CC(=O)Nn1c(C)nnc1-n1nc(C)cc1C	-8
CCOC(=O)/C(C#N)=C1/SC(C)C(=O)N1c1ccc(Br)cc1 (stereo unspecified)	0
O=C1C2C3C=CC([C@@H]2C(=O)N1c1nccs1)C31CC1 (stereo partly specified)	-9
O=C(C1CCC(=O)N1Cc1ccccc1Cl)N1CCN(c2cccc(Cl)c2)CC1 (stereo unspecified)	-3
CCCN1C(=O)/C(=C/c2ccc(C)s2)NC1=S	1
COc1cccc(OC)c1C(=O)Nc1ccc(NC(=O)c2ccco2)cc1	-8
COC(=O)CSc1nc2c(c(-c3ccc(C)o3)c1C#N)CCCC2	-11
Cc1ccc(C(=O)N/C(=C\c2cccs2)C(=O)NCCCn2ccnc2)cc1C	71*
Cc1cc(C)c(S(=O)(=O)Nc2ccc(O)cc2)cc1C	3
Cc1ccc(C23CC4CC(CC(NC(=O)N5CCN(C)CC5)(C4)C2)C3)cc1	-2
Cc1ccc(C)c(Oc2coc3cc(OC(=O)c4cccs4)ccc3c2=O)c1	-6
CNc1nnc(-c2ccc(N(C)C)cc2)s1	1
CCS(=O)(=O)N1CCCC(C(=O)NC2CCCCC2C)C1 (stereo unspecified)	-6
COC(=O)C1CSC(C(=O)OC)N1C(=O)Nc1ccc(Cl)cc1 (stereo unspecified)	-1
CCOC(=O)C1=C2SCCN2C(=O)C(C#N)C1(C)C (stereo unspecified)	-1
O=C(CSc1nc(N2CCCCC2)nc(N2CCCCC2)n1)N1CCN(c2ccccc2)CC1	-6
CC(C)CNC(=O)c1nc(-c2ccccc2)n(-c2ccccc2)n1	0
CCc1ccc2nc(NC(=O)c3cc(C)on3)sc2c1	-1
CC(=O)c1cc2c(=O)c3ccccc3oc2nc1C	3
CCC[C@@H](CN1CCC[C@H]1CN1C(N)=NC[C@@H]1Cc1ccccc1)N1C[C@@H]([C@H](C)CC)N(CCCC2CCCC2)C1=N	11
COC(=O)C1=C(N)Oc2cc(C)[nH]c(=O)c2C1c1ccncc1 (stereo unspecified)	-2
Cc1[nH]c2ccccc2c1CCC(N)=O	3
Cc1cccc(NC(=O)NNC(=O)c2cc(-c3ccccc3Cl)nc3ccccc23)c1	0
Cc1c(=O)n(OCc2ccccc2)c2ccccc2[n+]1[O-]	7
COc1cc(CSc2nc(-c3ccccc3)cc(=O)[nH]2)cc(OC)c1	8
CC1=C(C)CC(C(=O)NCc2ccc3c(c2)OCO3)C(C(=O)O)C1 (stereo unspecified)	-2
CC(C)Oc1ccc(C(=O)N2CCCC2C(=O)O)cc1 (stereo unspecified)	-23
COc1cccc(NC(=O)CSc2nnc(COc3ccc4c(c3)CCCC4)o2)c1	-5
CC(C)(C)c1ccc(NC(=S)NCc2cccs2)cc1	-3
C=CCNC(=S)Nc1sc2c(c1C(=O)OCC)CC(C(C)C)OC2 (stereo unspecified)	-6
Cc1c(Cl)c([N+](=O)[O-])nn1Cc1ccc(C(=O)N/N=C\c2cccc(Br)c2)o1	-13
Cc1c(C)c2cc(Cl)c(OCc3nn[nH]n3)cc2oc1=O	6
CC1CC(C)(C)NC(C)c2ccccc21 (stereo unspecified)	-2
CCOC(=O)c1c(C)nc2sc(C(=O)Nc3ccc(C(C)=O)cc3)c(N)c2c1-c1ccc(OC)cc1	0
CNc1ccc(Br)cc(C(=O)/C=C/c2cccc(OC)c2OC)c1=O	14
Cc1c(C(=O)NCc2cccnc2)oc2ccc(S(=O)(=O)N3CCC4(CC3)OCCO4)cc12	0
CCOC(=O)CSc1nc2cc(C)cc(C)c2cc1C#N	-6
COc1cccc(-n2c(C)c(C(C)=O)c(C(C)=O)c2C)c1	-5
CC(=O)N1CCc2cc(Br)cc(S(=O)(=O)NCCCN3CCCC(C)C3)c21 (stereo unspecified)	2
O=C(Nc1ccc(N2CCCC2)c(Cl)c1)c1ccco1	13
O=C(Cc1cccc2ccccc12)N/N=C1\CCCc2ccccc21	-2
Cc1ccc(-c2nnn(CC(=O)NCC3COCCO3)n2)o1 (stereo unspecified)	-1
CCOC(=O)C1=C(C)Nc2nnnn2C1c1cccc(OC)c1OC (stereo unspecified)	-2
CCOC(=O)c1c(C)oc2ccc(OCC(N)=O)cc12	6
O=C(Cn1cnc2c(cnn2-c2ccccc2)c1=O)OCc1ccccc1	-4
CCOC(=O)CC(/C(C)=N\O)c1ccccc1 (stereo unspecified)	-6
O=C(Cn1c(=O)n(-c2cccc(Cl)c2)c(=O)n1CC(=O)N1CCCCC1)N1CCCCC1	-5
CCN(CC)C(=O)CP(=O)(c1ccccc1)c1ccccc1	-9
O=C(OCC(=O)N1CCCCC1)c1cc2ccccc2cc1O	3
O=C(O)Cn1c(-c2ccccc2)nc2ccccc21	-2
CCOc1cc(CNCCO)cc(Br)c1OCc1ccc(Cl)cc1	2
CC1(C)CC(=O)C2=C(C1)N(Cc1cccnc1)C(=O)C2(NC(=O)C1CC1)C(F)(F)F (stereo unspecified)	2
C=CCSc1nc(-c2ccccc2)c(C#N)c(=O)[nH]1	1
COc1cccc(-c2nc(CS(=O)(=O)CC(=O)NCCCN3CCc4ccccc4C3)c(C)o2)c1	2
Cc1ccc(NC(=O)c2cc(-n3cnnc3)ccc2Cl)cc1	-5
CCCCNS(=O)(=O)c1ccc(NC(=O)c2c(-c3ccccc3Cl)noc2C)cc1	5
COC(=O)Cn1c(C)nc2ccccc21	-2

3 compounds from above, arranged by the number in ARNT-TACC3 inh, low to high:
SMILES	ARNT-TACC3 inh
C=CCNC(=S)Nc1sc2c(c1C(=O)OCC)CC(C(C)C)OC2 (stereo unspecified)	-6
Cc1ccc(NC(=O)c2cc(-n3cnnc3)ccc2Cl)cc1	-5
CCOC(=O)c1c(C)oc2ccc(OCC(N)=O)cc12	6

(more compounds)
SMILES	ARNT-TACC3 inh
COc1ccc(OCC(=O)OCCN2C(=O)c3ccccc3C2=O)cc1	6
CCCCc1nnc(SCCSc2nnc(CCCC)n2N)n1N	0
CCn1c(=O)c(C(C)=O)nc2ccccc21	-2
O=S(=O)(Nc1ccc(Cl)c(C(F)(F)F)c1)c1cnc[nH]1	-3
Cc1ccccc1N(C(=O)Cc1cccs1)C(C(=O)NCC1CCCO1)c1cccnc1 (stereo unspecified)	2
COc1ccc(CCNC(=O)C2CCN(Cc3nc(-c4ccccc4C)oc3C)CC2)cc1OC	4
CCOC(=O)c1c(-c2ccccc2)cn2ccccc12	-10
CC(C)C(=O)N1CCN(c2ccccc2NC(=O)c2ccc3c(c2)OCCO3)CC1	11
OC(CN1C2=NCCCN2c2ccccc21)c1ccc(Br)cc1 (stereo unspecified)	1
C=C1C2(C(=O)NCc3ccco3)CCC(C2)C1(C)C (stereo unspecified)	1
COc1ccc(NC(=O)c2cccc(NC(=O)c3ccco3)c2)c(OC)c1	8
COc1ccc(C2C(C#N)=C(N)N(c3cccnc3)C3=C2C(=O)CCC3)cc1Cn1cc([N+](=O)[O-])cn1 (stereo unspecified)	25
CCOC(=O)CNC(=O)CSc1nc2sc(C)c(C)c2c(=O)n1C	-2
CCOC(=O)C1=C(N)N(c2ccc(N3CCCCC3)cc2)C(=O)C1	1
COc1cccc(N2CCN(CC(=O)Nc3nnc(-c4ccccc4)s3)CC2)c1	-16
O=C(CSc1ccc2c(c1)OCCO2)Nc1ncc(Cl)cc1Cl	-5
Cc1occc1C(=O)NCCCc1ccccc1	4
Cn1c(=O)c2cc(S(=O)(=O)NCCC(=O)N3CC=C(c4ccccc4)CC3)ccc2n(C)c1=O	17
CCOc1cc(N2CCOCC2)c(OCC)cc1NC1=NCCCCC1	8
COc1ccc(-c2cc3ccccc3n2CC(O)CNCCO)cc1 (stereo unspecified)	12
C=CCOc1ccccc1CN1CCSCC1	0
Cc1ccc(C2=NN=C(NC(=O)CSc3nnc4c5ccccc5n(C)c4n3)SC2)cc1	-10
Cc1ccc(CCP(=O)(O)CN2CCOCC2)cn1	-5
CC1(C)C=C(c2ccc(C=O)s2)CC(C)(C)N1	-5
CCCC/C(C)=N/NC(=O)C(=O)NCCc1ccccc1	32
CCN(CC)S(=O)(=O)c1ccc(NC(=O)C(C)N(c2ccc(OC)cc2)S(C)(=O)=O)cc1 (stereo unspecified)	23
Cc1ccc(S(=O)(=O)N2CCC(C(=O)N[C@@H](C)C(=O)NC3CCCCC3)CC2)cc1	-1
O=C(c1cnccn1)N(c1ccccc1)C1(C(=O)NC2CCCC2)CCCCC1	-5
CCOCCc1nnc(NC(=O)Cc2ccccc2)s1	3
Cn1c(=O)n(-c2ccccc2)c(=O)c2c3c(sc21)COC(C)(C)C3	-8
O=C(COc1ccc(/C=N/NS(=O)(=O)c2ccccc2)cc1)Nc1cccc(Cl)c1	-2
O=C(CC1COc2ccccc2O1)Nc1ccccn1 (stereo unspecified)	-1
CC(C)CC(C(=O)Oc1ccc2c3c(c(=O)oc2c1)CCC3)N1C(=O)c2ccccc2C1=O (stereo unspecified)	47*
O=Cc1c(Sc2ccccn2)nc2ccccn2c1=O	3
Cc1ccc(-n2nc(-c3cccnc3)cc2C(=O)N2CCOCC2)c(C)c1	6
COc1ccc(OC)c(S(=O)(=O)N2CCC(C(=O)NCCc3ccc(OC)c(OC)c3)CC2)c1	1
O=C(c1cccc(C(F)(F)F)c1)N1CCC(O)(CS(=O)(=O)Cc2ccccc2)CC1	-2
O=C(c1ccc(-c2ccccc2)cc1)N1CCN(C(=O)c2ccco2)CC1	0
CCN(CC)c1ccc(NC(=O)COC(=O)c2cccs2)cc1	1
Cc1ccc(CN2CN(S(=O)(=O)c3cccs3)c3nc4ccccc4nc32)cc1	0
Cc1ccnc(NS(=O)(=O)c2ccc3ccccc3c2)n1	-30
O=C(C1CCN(c2nnnn2-c2ccccc2)CC1)N1CCN(c2ccccc2)CC1	-5
CN1C(=O)CC(C(=O)O)SC1=Nc1cc(Cl)c(O)c(Cl)c1 (stereo unspecified)	11
Nc1nc(SCc2ccccc2)ns1	-2
CCOC(=O)c1c(NC(=O)c2ccc(Br)o2)sc2c1CCCC2	3
O=c1c2c3c(sc2nc2sc(CN4CCOCC4)cn12)CCCC3	5
COc1ccccc1N(CC(=O)NCc1cccnc1)S(C)(=O)=O	-2
O=C1NC(c2cccs2)C(C(=O)c2ccccc2)C(O)(C(F)(F)F)N1 (stereo unspecified)	-4
COc1ccc(OC)c(NS(=O)(=O)c2cc(OC)ccc2OC)c1	-1
COc1ccc(N2CCN(C(c3ccccc3OC)c3nnnn3C3CCCC3)CC2)cc1 (stereo unspecified)	18
O=[N+]([O-])c1cccnc1N1CCOCC1	-1
CCN(CC)S(=O)(=O)c1cccc(C(=O)NC(C(=O)NC2=NCCS2)C(C)C)c1 (stereo unspecified)	-4
COC(=O)CSc1nc2c(c(=O)[nH]c(=O)n2C)n1CCC(C)C	-11
COC(=O)Cc1cc(=O)n2[nH]cnc2n1	-4
Cc1nc(CS(=O)(=O)c2ccccc2)cc(Sc2ccccc2Cl)n1	-5
Clc1cccc(N2CCN(CCNc3nc4ccccc4n4cnnc34)CC2)c1	1
CCC(=O)Nc1cc(-c2nn(CC(=O)N3CCCCC3)c(=O)c3ccccc23)ccc1N1CCOCC1	-2
Cc1noc(C)c1S(=O)(=O)N(CC(=O)O)c1ccc2c(c1)OCO2	-7
O=C(/C=C/c1ccccc1Cl)c1cccnc1	-4
CC(C)(C)NC(=O)c1ccccc1-c1nc(-c2ccccc2Cl)no1	-5

Reformatted: results already given
CCCn1c(-c2ccc(OC)cc2)nc2c(=O)n(C)c(=O)[nH]c21
  ARNT-TACC3 inh: -21
CC(=O)c1ccc(NC(=O)c2ccn[nH]2)cc1
  ARNT-TACC3 inh: -10
CC(=O)Nn1c(C)nnc1-n1nc(C)cc1C
  ARNT-TACC3 inh: -8
CCOC(=O)/C(C#N)=C1/SC(C)C(=O)N1c1ccc(Br)cc1 (stereo unspecified)
  ARNT-TACC3 inh: 0

Other structures follow.
SMILES	ARNT-TACC3 inh
CCCOC(=O)Nc1sc2c(c1C(=O)OCC)CCC2	13
COC(=O)c1ccc(Cl)c(NC(C)=O)c1	5
COCCCN1C(=O)C2C(C(=O)Nc3cccc(Cl)c3)C3C=CC2(O3)C1C(=O)NC1CCCCC1 (stereo unspecified)	-3
CSc1nc2[nH]c3c(c2c2nnnn12)CCCC3	4
CCCCSc1nc2sc3c(c2c(=O)[nH]1)CCC3	6
Cn1c(=O)c2c(-c3ccccc3)n(Cc3cccnc3)cc2n(C)c1=O	0
Clc1ccc(Oc2ncnc3oc(-c4ccccc4)cc23)cc1	24
Cc1ccc(OCc2nc(-c3ccccc3)no2)c(C)c1	-17
O=C(CSc1ncc(-c2ccc(F)cc2)[nH]1)Nc1cccc(O)c1	11
COCCNC(=O)c1noc2c1CCc1cc(OC)ccc1-2	-7
C=CCn1c(C#N)c(N)sc1=N	5
COc1cc(/C=N/NC(N)=S)ccc1OCC(=O)Nc1ccc(C)cc1	1
Clc1ccc(-c2nnc(C34CC5CC(CC(C5)C3)C4)o2)cn1	-7

Shown as a hit in ARNT-TACC3 inh (from the list above):
SMILES	ARNT-TACC3 inh
Cc1ccc(C(=O)N/C(=C\c2cccs2)C(=O)NCCCn2ccnc2)cc1C	71*
CC(C)CC(C(=O)Oc1ccc2c3c(c(=O)oc2c1)CCC3)N1C(=O)c2ccccc2C1=O (stereo unspecified)	47*
